PG9 Ab binder: PG9 antibody binding by small molecule | TR-FRET gp120-PG9 antibody binding | inhibition, % at 6.7 µM | 360,000 compounds, 0.43% hits | AID 624416; in the data active = inhibition above about 8.5%
LEDGF integ inh: blocks HIV-1 LEDGF/p75-dependent DNA integration; AID 743269; TR-FRET IN-LEDGF/p75 DNA integration, Eu/Cy5; inhibition, % at 3.7 µM; 370,000 compounds, 0.64% hits;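 active = inhibition above the screen-wide mean plus 3 SD, cut at about 13% in these data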;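 also: signal is the Cy5 over europium emission ratio at 671 and 618 nm; 0% = plate median of compound wells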
mABHD4 FP: ABHD4 (mouse) inhibition, primary FP screen. 370,000 compounds, 0.54% hits. purified mABHD4, FP-Rh probe fluorescence polarization. inhibition, % at 8.92 µM;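 active = inhibition exceeding the mean over every tested compound plus 3 SD, cut at about 30% in these data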;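 also: 0% = plate median of compound wells and 100% = S159A mutant with DMSO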
Target sequence (Q8VD66 whole entry, looked up): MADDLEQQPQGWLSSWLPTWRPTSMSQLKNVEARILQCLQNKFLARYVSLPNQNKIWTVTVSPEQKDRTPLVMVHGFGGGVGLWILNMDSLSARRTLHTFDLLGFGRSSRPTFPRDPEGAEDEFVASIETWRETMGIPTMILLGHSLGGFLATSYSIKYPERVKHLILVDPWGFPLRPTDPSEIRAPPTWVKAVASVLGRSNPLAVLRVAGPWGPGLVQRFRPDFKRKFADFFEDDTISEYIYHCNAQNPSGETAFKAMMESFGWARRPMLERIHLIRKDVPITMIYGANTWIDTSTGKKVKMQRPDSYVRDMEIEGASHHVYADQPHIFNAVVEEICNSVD
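Doses – 8.92 µM, single dose · Material – wild-type mouse ABHD4 protein · Replication – single well per compound (singlicate) · Measure – percent inhibition of probe binding, normalized to plate controls · Schedule – 45 min compound pre-incubation plus 60 min probe step, 25 °C · Detection – fluorescence polarization with parallel and perpendicular emission, 525/598 nm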
TCR CD3 inh: inhibitors of human TCR-CD3 interaction. TAMRA-labeled TCR probe fluorescence, biochemical. inhibition, % at 9.4 µM. 360,000 compounds, 0.37% hits; in the data active = inhibition above about 19%;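 also: recombinant mutant TCR 2C K166C tagged with TAMRA read by polarization; 0% = receptor in buffer alone and 100% = receptor with positive control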
HTRA1 inhibitor: blocks human HTRA1 serine peptidase; recombinant HTRA1, FP-rhodamine activity-based probe, fluorescence polarization; inhibition, % at 5.96 µM; 340,000 compounds, 0.5% hits; AID 504803; in the data active = inhibition above about 36%;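 also: 0% = enzyme with DMSO and 100% = wells lacking enzyme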
TDP2 absorb: TDP2 (human) inhibition, absorbance primary screen; O95551; recombinant TDP2, T5PNP hydrolysis, p-nitrophenol absorbance 415 nm; inhibition, % at 12.8 µM; 370,000 compounds, 0.34% hits;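 active = inhibition above the mean of all tested compounds plus 3 SD, set per campaign, cut at about 25% in these data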;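 also: 0% = DMSO with enzyme and 100% = buffer with substrate but no TDP2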
Target sequence (O95551 whole entry, looked up): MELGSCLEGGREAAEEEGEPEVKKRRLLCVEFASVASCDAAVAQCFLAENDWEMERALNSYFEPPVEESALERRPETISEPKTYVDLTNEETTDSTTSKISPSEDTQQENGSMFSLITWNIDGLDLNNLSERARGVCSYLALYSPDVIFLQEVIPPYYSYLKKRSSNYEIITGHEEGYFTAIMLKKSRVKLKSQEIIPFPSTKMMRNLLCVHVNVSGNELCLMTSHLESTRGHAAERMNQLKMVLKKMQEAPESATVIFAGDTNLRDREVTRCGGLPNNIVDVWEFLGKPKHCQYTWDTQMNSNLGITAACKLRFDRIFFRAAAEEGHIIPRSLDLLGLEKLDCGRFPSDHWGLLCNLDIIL
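Assay system: recombinant human TDP2 / Reagent: T5PNP substrate at 5 mM, a TopII-DNA adduct mimic / Measured by: epi absorbance from released p-nitrophenol / Evaluation: % inhibition relative to enzyme-containing and enzyme-free wells / Control set: enzyme-free and DMSO wells / Replicates: each compound tested once, singlicate / Schedule: enzyme reaction with compound for 2 h at 37 °C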
rCAG RNA binder: binds r(CAG) RNA repeats. 370,000 compounds, 1.3% hits. AID 651821. inhibition, % at 3 µM. r(CAG) RNA repeat, TO-PRO-1 dye displacement fluorescence;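 active = inhibition above the plate cutoff, the mean of all test compounds on that plate plus 3 SD, cut at about 35% in these data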;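 also: 0% = DMSO alone and 100% = 100 µM mitoxantrone as full dye displacement; higher means more dye released from RNA so lower well fluorescence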
SIAE inh: blocks human sialic acid acetylesterase | SIAE FP-Rh probe binding, fluorescence polarization | inhibition, % at 9.66 µM | 370,000 compounds, 0.69% hits | Q9HAT2;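 active = inhibition above a cutoff: mean of compounds within the control limits plus 3 SD of those, cut at about 17% in these data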;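 also: 0% = plate median of compound wells and 100% = probe without SIAE protein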
Rev-erbA mod: modulators of human Rev-erb alpha DNA binding; activity, % at 10 µM; Rev-erbα–FITC-DNA binding, fluorescence polarization, 90 min; 370,000 compounds, 0.79% hits; P20393;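 active = activity above about 14%, limit read from the data; passing the limit was not always enough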;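 also: 0% = DMSO wells with 35 nM protein and 100% = DMSO wells with 750 nM protein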
PRMT1 FP inh: inhibitors of human PRMT1; 370,000 compounds, 1.3% hits; inhibition, % at 2.79 µM; recombinant PRMT1, activity-based probe fluorescence polarization; AID 652257; Q99873;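 active = inhibition above about 21% made by adding two undisclosed values, limit read from the data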
Target sequence (Q99873 whole entry, looked up): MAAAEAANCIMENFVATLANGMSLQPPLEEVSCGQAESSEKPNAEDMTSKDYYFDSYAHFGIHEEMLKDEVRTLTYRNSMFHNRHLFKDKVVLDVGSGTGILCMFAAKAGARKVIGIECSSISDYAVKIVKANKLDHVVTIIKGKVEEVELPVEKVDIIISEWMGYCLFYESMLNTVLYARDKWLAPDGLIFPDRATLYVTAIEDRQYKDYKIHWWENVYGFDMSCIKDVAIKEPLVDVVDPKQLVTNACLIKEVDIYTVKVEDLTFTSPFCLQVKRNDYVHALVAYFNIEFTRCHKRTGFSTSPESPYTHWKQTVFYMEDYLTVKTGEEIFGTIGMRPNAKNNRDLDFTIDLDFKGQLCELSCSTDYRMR
* hit, by the source's call; . = no result given. This is a subset; count on the stated rates, not on these rows.

SMILES | PG9 Ab binder | LEDGF integ inh | mABHD4 FP | TCR CD3 inh | HTRA1 inhibitor | TDP2 absorb | rCAG RNA binder | SIAE inh | Rev-erbA mod | PRMT1 FP inh
N#C/C(C(=O)NCCc1ccccc1)=C1/N=C(NC(=O)c2cccs2)c2ccccc21 | -1.9 | -2.2 | 1.0 | -5.2 | -1.8 | 1.1 | 5.0 | -0.3 | -7.0 | 1.4
CN(NC(=O)Nc1ccccc1)c1cnn(C)c(=O)c1Cl | -3.1 | 0.8 | 1.6 | -3.4 | . | 2.4 | 4.8 | 7.1 | -3.8 | -2.5
COc1cccc(N2CCN(C(=O)/C=C/c3ccco3)CC2)c1 | -1.6 | -1.5 | 2.7 | 3.3 | -9.1 | 4.4 | -0.5 | 7.9 | -5.2 | 1.1
O=C(CCCC(=O)OCC(=O)NC1CCCC1)Nc1ccccn1 | 1.4 | 0.7 | -7.5 | -10.8 | -0.9 | -0.3 | -2.2 | -6.8 | -3.9 | 5.9
C[C@H]1COc2cc(N3CCSCC3)ccc2S(=O)(=O)N1C | . | 1.9 | -3.8 | . | . | -7.9 | 1.8 | 1.3 | 3.0 | 7.4
O=C(O)CSCc1ccc(C(=O)O)o1 | 0.1 | 1.4 | -1.3 | 5.2 | -2.9 | 14.9 | 1.5 | -2.5 | 1.1 | -0.5
COc1cc2c(c(OC)c1OC)-c1ccc(NC(=O)c3ccc(F)cc3)c(=O)cc1[C@@H](NC(C)=O)CC2 | 0.6 | 6.6 | -8.6 | 4.2 | -19.0 | 19.1 | 8.0 | -2.0 | 1.9 | 0.3
Cc1cc(C)n(-c2nncn2/N=C/c2ccccc2F)n1 | 2.2 | 4.5 | -4.9 | -3.2 | 0.4 | -3.1 | 0.1 | 0.1 | -3.3 | -0.3
Cc1ccc(OCCOc2ccc(Cl)cc2Cl)c([N+](=O)[O-])n1 | -1.2 | 1.7 | -10.0 | -8.3 | -15.0 | 0.3 | 2.4 | -7.5 | 2.4 | -1.6
COc1cccc(NC(=O)c2nnn(CCc3ccccc3)c2N)c1 | -0.6 | -0.6 | -5.5 | 4.4 | -16.1 | -7.9 | -1.4 | 4.4 | 3.7 | 1.7
Cc1cc(C)nc(Sc2c(C)nn(-c3ccccc3)c2C)n1 | 0.4 | -6.5 | 1.6 | -7.0 | 0.3 | -0.1 | -12.2 | -2.8 | 1.0 | 2.3
Cn1nc(C(F)(F)F)c(C#N)c1N1CCN(c2ccccc2)CC1 | 1.0 | -0.5 | -2.2 | -2.1 | -4.7 | -3.4 | -3.0 | -0.3 | 1.2 | 1.1
CCCOc1ccc(N2CC(C(=O)Nc3ncccc3C)CC2=O)cc1 (stereo not given) | -1.0 | 0.4 | 2.6 | -11.3 | 3.9 | -5.3 | -4.4 | -4.3 | -3.6 | 0.3
Cn1c(=O)c2c(nc(Sc3ccccc3N)n2C)n(C)c1=O | -0.1 | -1.7 | -2.5 | -0.3 | 10.8 | 2.8 | -1.4 | -4.7 | -1.2 | 8.3
Cc1cccc(CCNC(=O)C2CCCN(S(=O)(=O)c3cnc[nH]3)C2)c1 (stereo not given) | -1.5 | 3.3 | 6.4 | 2.9 | -7.1 | 2.8 | 1.3 | 2.5 | 2.5 | -3.8
CCn1cc(C(=O)N2CCN(c3ccccn3)CC2)c2cc(OC)c(OC)cc2c1=O | -2.8 | 1.3 | 2.8 | 1.3 | 5.5 | -3.3 | -6.8 | -1.7 | -6.1 | -0.5
Cc1ccc(Cl)cc1N(CC(=O)NC(C)c1ccccc1)S(C)(=O)=O (stereo not given) | 1.7 | -1.7 | -0.6 | -4.6 | -1.1 | 8.5 | -4.0 | 1.1 | 0.5 | 0.6
Cc1cc(-n2c(C)cc(C(=O)COC(=O)CN=C3NS(=O)(=O)c4ccccc43)c2C)no1 | -2.9 | -0.7 | -5.4 | 2.6 | -9.9 | 8.4 | 5.5 | 5.6 | -4.3 | -1.2
C[C@H](CO)N1C[C@H](C)[C@@H](CN(C)S(C)(=O)=O)Oc2ccc(N(C)C)cc2C1=O | -0.9 | -2.7 | 2.9 | 10.6 | -3.0 | -3.9 | -3.9 | 5.0 | -8.8 | -1.6
Cc1ccc(Cn2c(SCCN3CCCCC3)nc3c2c(=O)n(C)c(=O)n3C)cc1 | -1.4 | -0.8 | -2.4 | 5.0 | 9.0 | -10.4 | -7.0 | 4.5 | -0.1 | -1.0

Taken from above:
`CN(NC(=O)Nc1ccccc1)c1cnn(C)c(=O)c1Cl` – TCR CD3 inh = -3.4
`Cc1ccc(Cn2c(SCCN3CCCCC3)nc3c2c(=O)n(C)c(=O)n3C)cc1` – HTRA1 inhibitor = 9.0

(more compounds)
SMILES | PG9 Ab binder | LEDGF integ inh | mABHD4 FP | TCR CD3 inh | HTRA1 inhibitor | TDP2 absorb | rCAG RNA binder | SIAE inh | Rev-erbA mod | PRMT1 FP inh
COC(=O)C1=C(C)OC(N)=C(C#N)C1c1ccc(OC)c(CSc2ccccn2)c1 (stereo not given) | 0.2 | -2.3 | -0.2 | 4.2 | -3.4 | 3.5 | 4.6 | 4.9 | 3.1 | 5.3
NC(=O)CSc1nc(C2CC2)nc2sc3c(c12)CCCC3 | -0.8 | 0.8 | -5.7 | 3.6 | 5.3 | 9.4 | -1.0 | 5.0 | 8.4 | 0.2
O=[N+]([O-])c1ccc(/C=N/Nc2ccccn2)cc1 | -1.7 | -1.4 | 0.0 | -6.5 | -7.0 | 0.9 | -0.2 | 1.7 | 0.7 | -0.1
O=c1oc2ccccc2cc1-c1ccccc1 | -3.6 | 6.5 | 0.6 | 0.4 | 1.7 | -2.1 | 3.3 | 3.5 | -4.5 | -0.4
O=C(COC(=O)c1ccc(NS(=O)(=O)c2ccc(F)c(F)c2)cc1)NCC1CCCO1 (stereo not given) | 2.2 | 0.3 | -3.3 | 3.2 | -4.1 | 3.1 | 4.0 | 3.1 | 7.0 | 2.1
COc1ccc(C2CC(c3ccccc3)=NN2c2ccc(/C=N/NC(=O)c3ccncc3)cc2)cc1 (stereo not given) | 0.0 | 2.4 | 11.4 | 0.6 | 3.7 | -8.8 | 4.4 | 17.2* | -0.8 | -1.4
COC(=O)C1=C(C)N(Cc2ccccc2C(F)(F)F)C(=NCc2ccc(OC)cc2)NC1CCc1ccccc1 (stereo not given) | 0.2 | -3.0 | 11.4 | 6.8 | . | -1.1 | 10.4 | 0.6 | -1.9 | -2.1
Cc1cccc(C)c1NCc1nnc(SCC(=O)Nc2nc(-c3ccccc3)cs2)n1-c1ccccc1 | -0.1 | -2.2 | 2.5 | -2.1 | -0.4 | 13.6 | 2.5 | -2.2 | -1.0 | 2.9
Cc1ccc(C)c(S(=O)(=O)N2CCCCC2CCNC(=O)C(=O)NCc2ccco2)c1 (stereo not given) | 1.8 | -1.5 | -2.5 | -4.6 | -3.3 | 5.6 | -2.7 | 10.3 | -0.7 | 2.6
O=C(SCC(O)C(O)CS)c1cccs1 (stereo not given) | -0.7 | 2.6 | -4.1 | 7.3 | -5.7 | -2.6 | 5.5 | 2.2 | -5.2 | 65.0*
Clc1ccc(Br)c(-c2nc3ccccc3[nH]2)c1 | 2.5 | -3.0 | -13.8 | 0.6 | -7.5 | -8.2 | 2.9 | -3.5 | -3.4 | -3.2
COc1cccc(NC(=O)CCc2nnc3ccc(NCc4ccco4)nn23)c1 | -1.6 | 1.5 | 6.1 | 1.7 | -2.6 | 0.6 | 6.3 | 1.8 | -1.9 | 2.1
CCCNC(=O)C(NS(=O)(=O)c1ccc2c(c1)c(=O)n(C)c(=O)n2C)c1ccccc1 (stereo not given) | 1.3 | -2.9 | 1.3 | -0.9 | -1.6 | -2.2 | 0.7 | 2.8 | 3.0 | 5.1
COc1cc(CN2CCN(CCc3ccccc3)C(CCO)C2)cc(OC)c1 (stereo not given) | -0.2 | -4.7 | 4.0 | -0.8 | 8.2 | -8.7 | -8.2 | 1.0 | 0.8 | 1.4
CCOc1ccc(S(=O)(=O)N(CC)CC(=O)N2CCCC2)cc1 | -2.2 | 3.6 | -1.8 | -0.9 | 10.4 | 1.2 | -3.5 | 1.3 | -0.2 | -0.8
COC(=O)[C@@]12C[C@@H](CC(=O)NCc3cccc4ccccc34)C(=O)N(Cc3ccccc3)C1=CCC(C)(C)C2 | 0.6 | 0.9 | -7.7 | 6.5 | . | -0.4 | 5.8 | -11.5 | 1.7 | -2.8
O=C(Nc1nnc([C@H]2C[C@H](O)[C@@H](CO)O2)s1)Nc1ccccc1F | 0.0 | 3.4 | -2.5 | 5.6 | . | -4.3 | 1.9 | -2.4 | 9.5 | -2.2
Cc1ccccc1N=C1NC(=O)C(CO)(CO)S1 | -1.2 | 0.6 | 0.5 | 3.6 | -6.6 | 11.9 | 1.0 | -1.4 | -3.4 | 3.8
CC(OC(=O)c1snc(C(=O)NC2CCCCC2)c1N)C(=O)NC1CCCCC1 (stereo not given) | 0.0 | -2.6 | 0.8 | 4.9 | 0.6 | -13.1 | -4.2 | 0.9 | 16.7 | -1.6
CC1CN(C(=O)CCNC(=O)c2ccccc2Cl)CC(C)O1 (stereo not given) | -0.6 | -1.6 | 0.9 | 3.0 | 6.1 | 11.0 | 0.3 | -0.6 | 2.9 | 0.0
CC(C)(C)n1nnnc1C(c1ccc(C(F)(F)F)cc1)N(Cc1ccccc1)Cc1ccco1 (stereo not given) | -0.4 | -0.5 | 2.3 | -7.2 | -0.9 | 2.7 | 4.0 | 5.3 | 1.8 | -0.8
CN(C(=O)C=Cc1ccccc1)c1ccccc1 | 0.5 | -0.6 | 4.5 | -5.3 | -5.7 | 3.0 | -1.0 | -1.7 | -8.8 | -1.0
CCc1nnc(NC(=O)Cn2nnc(-c3ccccc3F)n2)s1 | 0.4 | -1.6 | 1.5 | 3.0 | 2.1 | 4.1 | 3.8 | -0.9 | 4.8 | -1.3
Cc1cc(C)cc(NC(=O)C/C(N)=N/O)c1 | -0.5 | 0.7 | 1.0 | 3.6 | -1.7 | 2.8 | 2.4 | 10.3 | 0.2 | -1.3
O=[N+]([O-])c1ccc(S(=O)(=O)c2ccccc2)nc1 | 0.7 | 0.7 | 1.5 | 5.5 | 1.0 | 20.1 | -0.3 | -3.6 | 2.7 | 28.9*
CCOC(=O)c1nnn(CC(=O)N2N=C(c3cccc4ccccc34)CC2c2ccccc2)c1C(=O)OCC (stereo not given) | -0.4 | -0.6 | -3.6 | 3.3 | -6.8 | -7.0 | 5.5 | -9.0 | 12.0 | -0.4
CC(C)c1ccccc1OCC(=O)NC1CCCc2ccccc21 (stereo not given) | -2.7 | -1.2 | -10.5 | 8.2 | -22.0 | 4.1 | -7.8 | -5.5 | 3.4 | -0.2
CC(C)CNC(=O)COC(=O)CCC(=O)c1ccc(F)cc1 | -0.1 | -2.5 | 1.5 | -5.5 | 0.7 | 2.3 | -3.6 | 10.6 | -1.2 | 3.7
CN(CC(=O)Nc1ccc(Cl)cc1)C(=O)c1sccc1-c1ccccc1 | 2.2 | -3.5 | -10.6 | -1.4 | -13.5 | -6.4 | 1.3 | 11.9 | 0.4 | -1.0
